Granule exo inh = blocks lytic granule exocytosis | TALL-104 LAMP-1 surface exposure, flow cytometry; cells stimulated with thapsigargin and PMA | inhibition, % at 10 µM | 360,000 compounds, 0.66% hits | AID 651702;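 active means inhibition above about 55%, limit read from the data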
Glyco luc inh = N-linked glycosylation inhibition; D54 ERlucT glycosylation luciferase reporter, 24 h; percent of 100 nM tunicamycin response; reporter increase, % at 12.5 µM; 360,000 compounds, 0.23% hits; AID 588692;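 active means mean luciferase reporter signal, scaled so untreated is 0 and the glycosylation-blocking control 100, at or above a set limit in every replicate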;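 further: luciferase carries N-glycosylation sites so blocking glycosylation raises the light; 0% = median of neutral control wells and 100% = median of 100 nM tunicamycin wells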
ABCB6 inh 2 = human ABCB6 transporter inhibition. K562-ABCB6 porphyrin accumulation, flow cytometry, 1 h; hits give low values. fluorescence ratio to DMSO, % at 10 µM. 360,000 compounds, 0.19% hits. AID 602162;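 active means fluorescence ratio to DMSO below 75%, the collection mean minus 3 SD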;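 further: signal is porphyrin accumulated inside mitochondria; 100% equals median channel fluorescence of DMSO control wells; lower ratio means ABCB6 inhibition with less porphyrin fluorescence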
Cardio protect = protects H9c2 cardiomyocytes from peroxide injury; H2O2 injury protection, ATPLite, 2 h; 360,000 compounds, 0.63% hits; protection from H2O2 cell death, % at 20 µM; AID 588492;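 active means compounds giving at least 50% protection of heart cells from peroxide-induced death in the single-dose screen, raw or plate-pattern-corrected value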;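 further: 0% = DMSO wells with peroxide and 100% = DMSO wells without peroxide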
CaV13 ICDI inh = Primary screen for inhibitors of IQ motif and Ca2+-dependent inactivation inhibitor domain binding in CACNA1D, Förster resonance energy transfer in living cells, … | HEK cells, CFP/YFP FRET ICDI-IQ, plate reader, 10 min; percent FRET-ratio fall versus neutral wells | inhibition, % at 12.3 µM | 340,000 compounds, 0.098% hits | AID 743397;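 active means mean replicate inhibition of at least 30% and at least 1% of replicates passing that level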;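 further: 0% = median of the neutral control wells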
PDI inh = blocks human protein disulfide isomerase activity. P07237. PDI insulin aggregation turbidity, A650, 90 min. inhibition, % at 10 µM. 350,000 compounds, 0.052% hits;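 active means mean inhibition across replicates of 30% or more, whatever share of single replicates reach that level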;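 further: absorbance from insulin aggregation driven by PDI reduction with DTT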
Target sequence (P07237 whole entry, looked up): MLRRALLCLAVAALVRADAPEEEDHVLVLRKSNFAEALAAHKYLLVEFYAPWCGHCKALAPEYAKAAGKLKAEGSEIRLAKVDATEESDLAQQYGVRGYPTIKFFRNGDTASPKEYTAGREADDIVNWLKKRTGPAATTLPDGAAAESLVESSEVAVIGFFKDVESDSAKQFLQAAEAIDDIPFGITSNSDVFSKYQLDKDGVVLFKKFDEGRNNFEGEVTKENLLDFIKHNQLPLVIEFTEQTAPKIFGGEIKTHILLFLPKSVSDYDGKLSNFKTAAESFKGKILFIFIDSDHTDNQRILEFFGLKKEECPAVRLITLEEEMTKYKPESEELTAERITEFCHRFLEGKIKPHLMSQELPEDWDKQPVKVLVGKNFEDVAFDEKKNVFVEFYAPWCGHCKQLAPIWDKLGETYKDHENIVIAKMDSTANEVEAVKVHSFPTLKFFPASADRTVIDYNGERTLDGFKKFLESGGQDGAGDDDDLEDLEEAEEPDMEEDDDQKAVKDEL
MC4R ag barr = human MC4R agonism via beta-arrestin; activation, % at 8.9 µM; P32245; U2OS MC4R beta-arrestin complementation, luminescence; percent of melanotan II response, DMSO zero; AID 540308; 360,000 compounds, 0.98% hits;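 active means activation above a per-plate cutoff, the mean activation of sample wells on that plate plus 3 SD, cut at about 8% in these data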
m5-HT2A agonist = activates the mouse 5-HT2A serotonin receptor | P35363 | CHO-K1 mHTR2A beta-arrestin complementation, luminescence; percent of 30 µM serotonin response | activation, % at 7.6 µM | 360,000 compounds, 0.66% hits | AID 624169;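 active means activation above a run cutoff, the mean activation of all tested compounds plus 3 SD, cut at about 14% in these data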;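 further: 0% = plate median of compound wells and 100% = 30 µM serotonin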
Target sequence (P35363 whole entry, looked up): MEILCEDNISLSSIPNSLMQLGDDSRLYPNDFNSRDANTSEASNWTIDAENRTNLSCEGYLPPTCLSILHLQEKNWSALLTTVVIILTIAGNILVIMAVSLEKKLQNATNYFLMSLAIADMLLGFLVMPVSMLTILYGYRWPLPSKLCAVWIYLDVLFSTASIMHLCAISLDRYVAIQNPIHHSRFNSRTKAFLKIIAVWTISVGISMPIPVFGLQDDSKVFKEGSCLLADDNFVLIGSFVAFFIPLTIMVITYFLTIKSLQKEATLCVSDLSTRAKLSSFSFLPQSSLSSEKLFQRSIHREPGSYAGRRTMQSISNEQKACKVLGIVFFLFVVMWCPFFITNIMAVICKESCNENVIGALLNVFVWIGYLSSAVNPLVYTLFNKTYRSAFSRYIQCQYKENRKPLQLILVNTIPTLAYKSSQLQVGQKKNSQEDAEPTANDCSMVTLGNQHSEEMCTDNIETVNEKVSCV
ABHD5 PLIN5 PPI = ABHD5-PLIN5 protein interaction inhibition. 360,000 compounds, 0.78% hits. inhibition, % at 4 µM. Q00G26+Q8WTS1. Split G. princeps luciferase complementation, luminescence, 4 h;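 active means inhibition above the mean inhibition across every tested compound plus 3 SD, cut at about 22% in these data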;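 further: 0% = DMSO only wells and the 100% control is not disclosed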
MC4R antag cAMP = antagonists of human melanocortin 4 receptor (MC4R) | MC4R-expressing cells, MTII-stimulated cAMP, LANCE TR-FRET | inhibition, % at 6.5 µM | 360,000 compounds, 0.48% hits | AID 540295;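 active means inhibition above its plate's cutoff, the mean of tested wells on that plate plus 3 SD, cut at about 29% in these data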;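 further: 0% = Melanotan II alone and 100% = Melanotan II plus saturating MCL0020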
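System: U2OS cells stably expressing human melanocortin 4 receptor (MC4R). Reagent: Melanotan II challenge after compound preincubation. Doses: 6.5 µM. Times: 30-min compound, 1-h challenge, 1-h detection, room temperature. Measured by: TR-FRET with Eu-cAMP and labeled anti-cAMP, 671 nm. Replicates: singlicate.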
An asterisk follows results filed as active; · = no result given.

Results follow in this order: PDI inh	MC4R ag barr	Granule exo inh	MC4R antag cAMP	CaV13 ICDI inh	ABHD5 PLIN5 PPI	m5-HT2A agonist	ABCB6 inh 2	Cardio protect	Glyco luc inh
Cc1sc(NC(=O)/C=C/c2ccco2)c(C(=O)O)c1C
 : 11	-2.9	1	-6	5	2	0	96	-12	1
C=CCc1ccccc1OCC(O)Cn1ccnc1C (stereo unspecified)
 : 3	-1.4	11	15	-5	2	-8	91	-2	0
Cc1noc(C)c1NC(=O)Nc1cccc2c1O[C@@H](CN(C)C)[C@@H](C)CN([C@H](C)CO)C2=O
 : -12	-2.0	-12	4	-2	-3	-2	93	4	1
CNc1ncc(-c2nnnn2-c2ccccc2)c(-c2ccccc2)n1
 : 0	-3.9	0	19	-3	-3	8	96	-2	3
Cc1oc(/N=C/c2ccccc2O)c(C#N)c1C
 : -3	1.5	0	0	-8	-9	3	101	1	1
Cc1ccc(S(=O)(=O)/N=C2/NC(=O)/C(=C/c3ccccn3)S2)cc1
 : -7	-2.6	-3	2	-3	8	9	92	5	0
CC1(c2ccccc2)NC(=O)N(CC(=O)Nc2ccccc2N2CCCC2)C1=O (stereo unspecified)
 : 11	-0.7	-1	-2	-7	-2	5	95	0	0
Cc1ccc(S(=O)(=O)N(CC(=O)NCc2cccnc2)C2CCCCC2)cc1
 : 3	-2.7	-1	9	-1	-1	-3	100	0	-3
CCCCC(=O)Nc1ccc(Br)cc1C(=O)O
 : -4	3.1	0	5	-7	-2	4	98	1	·
O=C(NCCCN1CCOCC1)Nc1ccc(Cc2ccc(NC(=O)NCCCN3CCOCC3)cc2)cc1
 : 7	3.8	-3	17	-2	3	-7	102	-3	1
Cc1ccc(C2(C)NC(=O)N(CC(=O)NNC(=O)c3ccccc3F)C2=O)cc1 (stereo unspecified)
 : 12	-1.8	2	11	-16	-2	5	93	-1	1
C=CCN1C(=O)c2ccccc2Sc2ccc(C(=O)N3CCN(C)CC3)cc21
 : 6	-1.5	1	2	·	2	-1	·	-1	-1
CCOC(=O)c1c(NC(=O)CCl)sc(CN(C)C)c1-c1ccccc1
 : 2	-2.9	-2	48*	-5	2	6	106	6	6
Cc1ccc(C(=O)Nc2ccc3ccccc3n2)cc1
 : -5	-0.8	4	-10	-4	3	2	90	-15	-14
Cc1cc(Cl)nc(Cl)c1C(=O)NC(=O)NCCC(C)C
 : 0	-3.0	-3	2	-2	-5	-1	99	-2	-2
CCOc1ccc(NC(=S)N(CCCN2CCOCC2)Cc2cn(C)c3ccccc23)cc1
 : -12	4.9	-2	0	-3	15	-2	94	2	0
COc1ccccc1N(C)S(=O)(=O)c1ccc(C(=O)Nc2cc(OC)c(OC)c(OC)c2)cc1
 : 0	-1.3	-4	10	-3	1	5	104	12	2
CCOc1oc(-c2ccc(OC)cc2)nc1C(F)(F)F
 : -2	1.1	1	-9	-6	-1	10	92	-5	2
CCCn1c(SCc2nc3sc(C)c(C)c3c(=O)[nH]2)nc2ccccc2c1=O
 : 7	0.0	1	3	-3	0	5	100	-3	-4
CN(CC(=O)NCCCc1ccccc1)Cc1ccc(Br)cc1
 : -3	5.3	23	30*	-19	-5	-16	102	-7	1
CNC(C)C(=O)NC(C(=O)N1CCCC1C(=O)NC1CCCc2ccccc21)C(C)C (stereo unspecified)
 : -2	-0.3	-2	8	-7	3	1	97	-1	9
COc1ccc(CC(=O)NCc2ccc3c(c2)cc(C)n3C)cc1
 : -4	3.5	0	-7	-7	13	0	94	7	-1
COc1ccc(-c2cc(C(F)(F)F)n3nc(C(=O)N4CCN(C(=O)c5ccco5)CC4)cc3n2)cc1
 : 1	0.1	1	1	-6	-2	-4	92	55*	-5
Cc1cc(C)c(C(=O)Nc2ccc(S(=O)(=O)Nc3ccccn3)cc2)c(C)c1
 : -3	0.6	-2	-1	-3	-2	8	96	10	2
Cc1ccn2cc(CCNC(=O)Cc3cccs3)nc2c1
 : ·	-0.4	-2	3	-4	-8	-3	98	18	-1
O=C1CC(C(=O)Nc2ncccn2)C(c2ccccc2)O1 (stereo unspecified)
 : 1	0.9	-1	8	-8	2	0	86	7	3
COc1ccc(C(=O)OCC(=O)NCC2CCCO2)c(F)c1 (stereo unspecified)
 : 3	-2.4	-11	1	-7	-10	-3	103	2	1
COCc1ccc(C(=O)N2CCCC(CNC(=O)c3ccc(F)cc3)C2)o1 (stereo unspecified)
 : 8	-2.2	2	0	-6	15	-2	101	0	2
O=C(Nc1ccccc1)/C(=C\c1cccs1)NC(=O)c1ccccc1
 : -7	-0.2	4	-3	-2	-1	2	99	4	2
O=Cc1c(Cl)cccc1Cl
 : ·	-2.3	2	3	·	1	-1	99	6	1
O=C(CNC(=O)c1ccccc1)NCC(=O)OCc1ccccc1Cl
 : 1	-2.4	-1	19	-4	2	0	102	4	-1
CSc1nnc(COc2ccc(C)cc2)n1N
 : 11	-0.8	0	5	-4	-5	2	93	-4	1
Fc1ccc(C2CC(c3ccccc3)n3ncnc3N2)cc1 (stereo unspecified)
 : 16	-0.6	-1	3	-2	4	0	96	-4	0
CC1(C)CC(=O)C2=C(C1)N(c1ccc(F)cc1)C(=O)C2(O)C(F)(F)F (stereo unspecified)
 : -3	-0.6	0	-2	-5	-6	-7	101	2	-2
CSCCC(NC(=O)C1CCC(C)CC1)C(=O)O (stereo unspecified)
 : 1	0.2	1	7	-4	-6	4	98	0	0
Cc1cc(Cl)ccc1OCC(=O)NCCCN1CCOCC1
 : 2	1.4	-1	5	·	-3	4	101	-2	1
Cn1c(-c2sc3cc(C(F)(F)F)cnc3c2-c2ccccc2)n[nH]c1=S
 : 2	-1.3	-1	1	-1	-14	9	100	-2	2
O=C(O)c1ccc(OCCN2CCCC2=O)cc1
 : 0	-1.9	-2	1	-6	-7	0	97	2	5
Cc1ccc(S(=O)(=O)NC(C)(C)CN2CCNCC2)cc1
 : -2	1.4	28	8	-3	-12	-5	99	-5	-4
CN(CC(=O)Nc1ccc(Cl)c(Cl)c1)CC(=O)N1CCCCCC1
 : -5	3.8	-1	12	-8	-14	-4	99	0	-1

Full records, quoted from the list. Order of screens: PDI inh | MC4R ag barr | Granule exo inh | MC4R antag cAMP | CaV13 ICDI inh | ABHD5 PLIN5 PPI | m5-HT2A agonist | ABCB6 inh 2 | Cardio protect | Glyco luc inh
`Cc1cc(Cl)ccc1OCC(=O)NCCCN1CCOCC1` as listed: 2 | 1.4 | -1 | 5 | · | -3 | 4 | 101 | -2 | 1
`O=C(O)c1ccc(OCCN2CCCC2=O)cc1` as listed: 0 | -1.9 | -2 | 1 | -6 | -7 | 0 | 97 | 2 | 5

Further results follow.
Results follow in this order: PDI inh	MC4R ag barr	Granule exo inh	MC4R antag cAMP	CaV13 ICDI inh	ABHD5 PLIN5 PPI	m5-HT2A agonist	ABCB6 inh 2	Cardio protect	Glyco luc inh
Cc1c(O)nc(SCC(=O)Nc2ccc3c4c(cccc24)CC3)n(-c2ccc(F)cc2)c1=O
 : -13	-2.4	0	14	-6	-4	0	102	0	4
CC(C)CC(N)c1csc(Nc2ccc(C(=O)NCCCO)cn2)n1 (stereo unspecified)
 : -3	-0.1	0	8	-4	-10	4	103	9	-1
Cn1cccc1/C=N/N1CCN(Cc2ccccc2Cl)CC1
 : 2	-0.1	53	-2	-5	-1	6	97	1	-1
CN1CCN(C(=O)c2ccc(S(=O)(=O)N(C)c3ccccc3)cc2)CC1
 : 2	-1.2	-9	2	-11	4	-6	106	4	2
O=C(COc1ccccc1)NNC(=O)c1ccc(Cl)cc1
 : -8	-2.1	12	15	-3	2	4	98	11	1
CCOC(=O)c1sc(NC(=O)c2ccc(C)s2)cc1C
 : -22	2.0	0	6	·	-4	-7	93	-17	-3
C#CC[N+](CC)(CC)CC#Cc1cccc(Cl)c1
 : -17	-1.3	-4	5	-6	0	3	104	-2	0
C=CCON1C(=O)c2ccccc2C1=O
 : -5	-1.9	1	-1	·	0	4	99	5	-1
CC(=O)Nc1ccccc1OCc1nnc(-c2ccccc2Cl)o1
 : 3	0.9	-8	8	-5	-8	-3	103	-2	-2
NC(=O)Cn1cnc2c(nnn2-c2ccc(F)cc2)c1=O
 : 14	-0.7	-2	5	-10	4	0	100	10	0
COc1ccc(CN2C(=O)C(CC(=O)NCCCN(C)C)CC(C(=O)N(C(C)C)C(C)C)=C2C)cc1 (stereo unspecified)
 : 7	-1.8	-5	-4	-6	-3	-1	103	-15	1
COc1ccccc1/C=C/CN1CCC(n2nccc2NC(=O)C2CC2)CC1
 : 0	-2.0	4	-1	-7	15	4	103	-2	0
CCOC(=O)C1CCN(C(=O)C(C)Oc2ccc(C(=O)c3ccccc3)cc2)CC1 (stereo unspecified)
 : 2	-0.1	0	10	-6	-10	-1	100	1	-2
CC(=O)Nc1cc2nc(C)n(Cc3ccccc3)c2nc1C
 : 0	-1.5	-4	6	-18	-3	6	106	4	4
CCOC(=O)N1CCC(NC(=O)c2cc(C(=O)Nc3ccc(OC)c(OC)c3)ccc2CO)CC1
 : -2	1.8	2	-4	·	5	5	91	-6	-1
Cc1cc(C(=O)CSc2nnc(Nc3ccccc3)s2)c(C)n1CC1CCCO1 (stereo unspecified)
 : 9	0.6	5	6	·	4	-6	106	-4	0
COCC(C)n1c(SCC(=O)N(C)C2CCS(=O)(=O)C2)nc2ccccc2c1=O (stereo unspecified)
 : 12	-2.3	0	6	-5	1	1	98	5	1
CS(=O)(=O)c1ccc2nc(NC(=O)c3cc(-c4ccccc4)nn3-c3ccccc3)sc2c1
 : -7	0.3	1	4	-1	1	3	89	22	-1
CC(C)CN(C(=O)CN1C(=O)NC(c2ccccc2)(c2ccccc2)C1=O)C1CCS(=O)(=O)C1 (stereo unspecified)
 : -7	-0.5	-4	7	-4	6	-4	96	9	2
CCCOc1ccc(/C(O)=C2\C(=O)C(=O)N(CCCOC)C23C(=O)N(C)c2ccccc23)cc1 (stereo unspecified)
 : 1	-0.2	-2	6	·	-1	-2	96	3	0
Cn1ccs/c1=N\S(=O)(=O)c1ccc(Br)cc1
 : -16	0.0	-1	-7	-4	6	0	136	1	1
CC(=O)NCCCc1nc2ccccc2n1Cc1c(F)cccc1Cl
 : -1	4.1	5	8	-5	-7	3	99	-2	2
C#CCNC(=O)/C=C/c1ccc(C)cc1
 : 6	-1.8	-9	4	-10	11	5	103	-16	-3
Cc1ccc(NC(=O)C2CCN(S(=O)(=O)c3ccc(F)cc3)CC2)cc1
 : 11	-2.3	0	-1	-4	-1	-3	93	19	-3
CCNC(=O)CN(c1ccccc1OC)S(=O)(=O)c1cccs1
 : -3	-2.8	1	3	-5	3	-1	99	-2	-1
CCOCCCNC(=O)C1CCC(CNS(=O)(=O)c2cccc3nsnc23)CC1 (stereo unspecified)
 : -4	0.4	17	0	-5	-1	1	102	-1	-1
O=C(O)c1ccc(/C=N/NC(=O)c2cc(-c3ccc4c5c(cccc35)CC4)n[nH]2)cc1
 : 2	0.0	6	9	-3	6	1	106	12	4
Cc1ccc(NC(=O)CCN2CC(C)OC(C)C2)cc1 (stereo unspecified)
 : -3	1.5	-7	8	-4	5	-1	104	7	1
